p53ts 32C tox = qHTS Screen for Compounds that Selectively Target Cancer Cells with p53 Mutations: Cytotoxicity of p53ts Cells at the Permissive Temperature | H1299-p53A138V at 32C, ATP luminescence viability, 24 h | Potency, µM (top dose mostly 46.1 µM), inactives show at the top dose activity change, negative = cytotoxicity, actives largely listed as cytotoxic | hit rate 0.93% among 130,000;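 also: 0% = DMSO and -100% = full killing by reference compound; nearly all actives have a fitted effect of over 55% in size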
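Cells: H1299 p53ts (A138V), 600/well, pre-incubated 16–30 h at 37C. Cpd up to 46 uM, 24 h, 32C. Readout: ATPlite luminescence, 20 min RT. Normalization: DMSO vs tamoxifen 100 uM. AC50 by Hill equation.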
Imprint erasure = qHTS Assay for Compounds that Induce Erasure of Genomic Imprints; mouse ES Peg3-LacZ reporter, beta-gal luminescence, 40 h; Potency, µM (titrated, usually from 60.7 µM), for the others: at the highest dose activity change, positive = activation, most hits filed as activators; hit rate 0.02% among 110,000; AID 1948, 2009;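 also: 0% = negative control wells on the plate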
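Each well holds 300 Peg3LacZ-Neo (maternal) female ES cells incubated 40 h at 37C, 5% CO2. LacZ is measured by BetaGlo luminescence, with AC50 and maximum efficacy derived from dose-response curves.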
IkB sig inh = IkB Signaling. ABC-DLBCL IkBa-CBG/CBR dual luciferase ratio, 4 h; response scale: scaled: untreated 0%, proteasome inhibitor 100%. Potency, µM (series often up to 57.1 µM), for the others: top-dose IkBa stabilization activation. hit rate 0.04% among 110,000; active = well fitted curve in the direction sought with a large enough effect in the signal ratio, not every such curve was filed as active; inconclusive = small, poorly fitted or top-dose-only effect, or a change in a side signal; the % refers to the signal ratio;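 also: the direction sought is a rising ratio; 0% = basal untreated cells and 100% = reference inhibitor full response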
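Luminescence ratio of IκBα-fused green versus native red beetle luciferase in OCI-Ly3 cells, 4 h post-doxycycline with compound; red signal alone, scaled from basal (0%) to zero light (-100%), flagged nonspecific or cytotoxic effects.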
p53ts 39C kill = qHTS Screen for Compounds that Selectively Target Cancer Cells with p53 Mutations: Cytotoxicity of p53ts Cells at the Nonpermissive Temperature; H1299-p53A138V viability at 39C, ATP luminescence, 24 h; Potency, µM (series often up to 46.1 µM), for the others: at the top dose activity change, negative = cell killing, most hits filed as cytotoxic; hit rate 1.5% among 130,000; AID 902, 2007; also: nearly all actives have a fitted effect of over 55% in size
* = called active by the depositor; u = inconclusive; x = no result given; [ ] = remark or other dose. Unless noted, calls follow the shape of the dose curve; as a rule, active = well fitted curve in the direction sought with a large enough effect; inconclusive = small, poorly fitted or top-dose-only effect, or another doubt; inactive = no such curve, though single readings can be large; an effect the other way counts as inactive or inconclusive. Unless noted, % is scaled to controls: 0 for no effect and ±100 for the full control effect; potency is read from the fitted curve at half-maximal effect.

SMILES	p53ts 32C tox	Imprint erasure	IkB sig inh	p53ts 39C kill
Cc1ccc(C2=NN(CC(=O)NCCc3ccccc3)C(=O)CC2)cc1	3%	-7%[10.9 µM]	-1.5%	5%
CCOC(=O)N1CCN(C(=O)C2CCN(S(C)(=O)=O)CC2)CC1	11%	-2%	-3.2%	11%
CCn1c2ccccc2c2cc(CN3CCN(Cc4ccc(Br)cc4)CC3)ccc21	-2%	-17%[10.9 µM]	5.6%	u
CCOC(=O)c1c(-c2ccccc2)csc1NC(=O)c1cc(-c2cccc(OC)c2)on1	3%	15%[10.9 µM]	1.3%	-2%
O=C(Cc1cccs1)N1CCC(c2nc3c(nnn3Cc3ccccc3)c(=O)[nH]2)CC1	7%	-2%	0.2%	-7%
CCCCOc1ccc(CN2C(=O)C(=O)c3cc(Br)cc(C)c32)cc1OC	u	-33%[inhibitor][10.9 µM]	0.1%	7.9µM*
COc1ccc2[nH]c(=O)c(CN(CCc3ccccc3)Cc3nnnn3CC3CCCO3)cc2c1 (configuration not stated)	-6%	1%	0.1%	-6%
CCCNC(=O)C1CCC(Cn2c(=O)c3sccc3n(CC(=O)N3CCCC3)c2=O)CC1 (configuration not stated)	4%	-6%[10.9 µM]	-2.0%	10%
O=C(Nc1nc2ccccc2n1CCN1CCCC1)c1ccc(Cl)cc1	-8%	-17%	10%	-19%
COc1ccccc1CNc1nc2c(S(=O)(=O)c3ccccc3)nnn2c2ccc(Cl)cc12	-5%	-16%[10.9 µM]	3.1%	u
O=C(NC12CC3CC(CC(C3)C1)C2)c1ccccc1O	23%	-20%	5.2%	14%
CCOC(=O)C1=C(CS(=O)(=O)c2ccc(OC)c(Cl)c2)NC(=O)NC1c1cccc(OC)c1 (configuration not stated)	9%	-3%[10.9 µM]	u	-1%
CCn1c(=O)c2sccc2n2c(CCC(=O)Nc3cc(C)cc(C)c3)nnc12	6%	-6%[10.9 µM]	-1.0%	13%
CCc1nn(Cc2c(C)cc(C)cc2C)c(=O)c2cc3cc(C)ccc3n12	0%	7%[10.9 µM]	1.0%	12%
CC(C)C(NC(=O)C12CC3CC(CC(C3)C1)C2)C(=O)O (configuration not stated)	1%	-4%	0.5%	1%
CCOc1ccc(NC(=O)CSc2nc3ccsc3c(=O)n2CC)cc1	5%	-9%[10.9 µM]	-0.7%	-19%
O=C(c1cc2ccccn2n1)N1CCN(Cc2ccccc2)CC1	-7%	-19%	-4.3%	-4%
CC(C)C1N=C2c3ccccc3N=C(SCC(=O)NCCc3ccc(S(N)(=O)=O)cc3)N2C1=O (configuration not stated)	6%	-3%	-0.8%	-5%
Cc1cc(OCC(=O)Nc2ccc(S(=O)(=O)N3CCN(C)CC3)cc2)ccc1Cl	-13%	x	x	-21%
COc1ccc(-c2nc3cnc(N4CCOCC4)nc3n(CCc3ccccc3)c2=O)cc1	8%	u	-0.4%[11.4 µM]	6%
CC(=O)N1CCc2cc(S(=O)(=O)NC(Cc3ccccc3)C(=O)Nc3cccc(C)c3)ccc21 (configuration not stated)	7%	-12%[10.9 µM]	3.4%	27%
CC(=O)Nc1nnc(SCC(=O)NC(C)(C)C)s1	-1%	-6%	0.6%	12%
COC(=O)[C@@H]1C[C@H]2CC[C@H](O)C[C@H]2N1Cc1ccccc1OC(=O)c1cccs1	20%	-7%	x	3%
COc1nc(-c2ccccc2)ccc1-c1noc(-c2ccco2)n1	-1%	4%	-1.1%	-13%
Clc1ccccc1CSc1nc(NCCc2ccccc2)c2ccccc2n1	-1%	-11%[10.9 µM]	-1.4%	u
Cc1[nH]c2c(C)ccc(C)c2c1CC(=O)O	6%[9.22 µM]	-13%[10.9 µM]	0.9%[11.4 µM]	13%[9.22 µM]
CCOc1ccccc1CNC(=O)c1ccc2c(c1)nc1n2CCCCC1	u	-10%[10.9 µM]	u	u
O=C(CSc1nc2ccccc2nc1SCC(=O)N1CCCCC1)N1CCCCC1	9%	x	x	17%
CC(=O)c1cccc(NC(=O)Cn2cnc3c2c(=O)n(C)c(=O)n3C)c1	-1%	-6%[10.9 µM]	3.4%	10%
CCN1CCN(C(=O)Cn2ncc3c4ccccc4n(Cc4ccccc4)c3c2=O)CC1	5%	4%[10.9 µM]	u	-3%

12 compounds out of the list, arranged by SMILES length, rising.
SMILES	p53ts 32C tox	Imprint erasure	IkB sig inh	p53ts 39C kill
Cc1[nH]c2c(C)ccc(C)c2c1CC(=O)O	6%[9.22 µM]	-13%[10.9 µM]	0.9%[11.4 µM]	13%[9.22 µM]
CC(=O)Nc1nnc(SCC(=O)NC(C)(C)C)s1	-1%	-6%	0.6%	12%
O=C(c1cc2ccccn2n1)N1CCN(Cc2ccccc2)CC1	-7%	-19%	-4.3%	-4%
COc1nc(-c2ccccc2)ccc1-c1noc(-c2ccco2)n1	-1%	4%	-1.1%	-13%
CCOc1ccccc1CNC(=O)c1ccc2c(c1)nc1n2CCCCC1	u	-10%[10.9 µM]	u	u
O=C(CSc1nc2ccccc2nc1SCC(=O)N1CCCCC1)N1CCCCC1	9%	x	x	17%
CCc1nn(Cc2c(C)cc(C)cc2C)c(=O)c2cc3cc(C)ccc3n12	0%	7%[10.9 µM]	1.0%	12%
CC(=O)c1cccc(NC(=O)Cn2cnc3c2c(=O)n(C)c(=O)n3C)c1	-1%	-6%[10.9 µM]	3.4%	10%
CCN1CCN(C(=O)Cn2ncc3c4ccccc4n(Cc4ccccc4)c3c2=O)CC1	5%	4%[10.9 µM]	u	-3%
Cc1cc(OCC(=O)Nc2ccc(S(=O)(=O)N3CCN(C)CC3)cc2)ccc1Cl	-13%	x	x	-21%
CC(=O)N1CCc2cc(S(=O)(=O)NC(Cc3ccccc3)C(=O)Nc3cccc(C)c3)ccc21 (configuration not stated)	7%	-12%[10.9 µM]	3.4%	27%
COC(=O)[C@@H]1C[C@H]2CC[C@H](O)C[C@H]2N1Cc1ccccc1OC(=O)c1cccs1	20%	-7%	x	3%

Next part
SMILES	p53ts 32C tox	Imprint erasure	IkB sig inh	p53ts 39C kill
COc1ccc(C(=O)NC2CCN(S(=O)(=O)Cc3ccccc3)CC2)c(OC)c1	-8%	x	2.5%	14%
COc1ccccc1CCNC(=O)C(=O)NCC(c1ccco1)S(=O)(=O)c1ccc(C)cc1 (configuration not stated)	3%	-11%[10.9 µM]	u	1%
COc1ccc(CCNC(=O)c2cc(Nc3cc(C)cc(C)c3)nc3ccccc23)cc1OC	-4%	-9%[10.9 µM]	u	u
CCOc1ccc(C(C)=O)cc1Cn1nc(C(=O)O)c2ccccc2c1=O	-5%	8%	0.5%	-10%
CN(C)C(=O)c1ccc(-c2ccc3ncnc(Nc4ccccc4)c3c2)cc1	14%	-12%	0.8%[11.4 µM]	4%
CCOc1ccc(CCN2C(=O)C3C4C=CC(C4)C3C2=O)cc1OCC (configuration not stated)	2%	-5%	-1.5%	2%
CCc1cccc(NC(=O)c2ccc3c(c2)c(C)c(C)n3Cc2ccc(F)cc2)c1	14%	-10%[10.9 µM]	-0.5%	0%
CN(C(=O)COc1cc(=O)n(C)c2ccccc12)c1ccc(Br)cc1	0%	-12%	1.6%	1%
CC(C)CCOc1ccc(C(=O)CCNC(C)C(=O)O)cc1 (configuration not stated)	-5%	-10%	-0.6%	-1%
CN(C)c1ccc(-c2nc(-n3ccnc3)c3ccccc3n2)cc1	10µM*	-79%[inhibitor]	-0.5%[11.4 µM]	13µM*
CC(NC(=O)c1ccccc1)(C(=O)O)C(=O)O	-1%[9.22 µM]	-14%[10.9 µM]	-0.1%[11.4 µM]	1%[9.22 µM]
Cc1ccc(-c2[nH]nc3c2C(c2ccc(OC(=O)N4CCOCC4)cc2)C(C#N)=C(N)O3)cc1 (configuration not stated)	-1%	-6%	1.8%	2%
O=C(CN1C(=O)c2cccnc2C1=O)c1ccccc1	u	x	x	1%
O=C(Nc1ccc2c(c1)CCC2)C1COc2ccccc2O1 (configuration not stated)	-8%	-15%	-0.8%	-16%
CCC(C)NC(=O)c1c(-c2cc(Cl)c(OC)c(Cl)c2)noc1C (configuration not stated)	-8%	-14%	-0.3%	0%
Cc1c(CCNC(=O)c2ccc(Br)o2)sc2nc(-c3ccc(Cl)cc3)nn12	-1%	-7%[10.9 µM]	u	-28%
COc1cccc(NC(=O)c2cn(C3CCCCC3)c(=O)c3c2c2ccccc2n3C)c1	14%	7%[10.9 µM]	-4.5%	-2%
CC(C)[C@@H](OCc1ccccc1)[C@H](C)/C=N\OC[C@@H](O)[C@@H]1O[C@@H]2OC(C)(C)O[C@@H]2[C@H]1O	0%[9.22 µM]	x	x	13%[9.22 µM]
CSc1nc(=O)c2c(n1C)NC(=O)CC2c1cc(F)cc(F)c1 (configuration not stated)	1%	-11%[10.9 µM]	-1.8%	-11%
CC1CCCCC1NC(=O)c1cn(C)c2ccc(S(=O)(=O)N3CCCC3)cc2c1=O (configuration not stated)	-9%	-9%	-0.4%	-9%
Cc1ccccc1CS(=O)(=O)Cc1ccc(C(=O)N2CCOCC2)o1	-1%	9%	0.3%	-6%
CCCC(=O)Nc1ccc2c(c1)C(=O)N(CCC(=O)O)C2=O	-4%	0%	-1.0%	6%
CCOC(=O)c1c(C)oc2nc(C)nc(Nc3ccc(CC)cc3)c12	-3%	5%[10.9 µM]	-4.0%	12%
COc1ccc(S(=O)(=O)NCCN2CCOCC2)c2ccccc12	-2%	-15%	-1.4%	7%
CC(=O)N1CCc2cc(C(=O)CN3CCN(c4cccc(Cl)c4)CC3)ccc21	-1%	-33%[inhibitor]	17%	-2%
COc1ccc(C2CC(=O)C3=C(C2)Nc2ccccc2N(C(C)=O)C3c2ccco2)cc1 (configuration not stated)	-3%	-11%	4.4%	8%
COc1ccc(Cl)cc1NC(=O)CSc1nnc2[nH]c(=O)cc(-c3ccccc3)n12	u	-4%[10.9 µM]	u	3.2µM*
CC(=O)N1CCCc2cc(S(=O)(=O)NCc3ccc(OC(C)C)cc3)ccc21	-2%	-7%[10.9 µM]	-2.0%	-11%
COc1ccc(-n2ncc(C(=O)N3CCN(c4ncccn4)CC3)c2C2CCN(C(=O)OC(C)(C)C)CC2)cc1	-6%	20%[10.9 µM]	-1.1%	17%
C=CC[C@@H]1C=C[C@H](ON=C(C)C)[C@H](CO)O1	1%[9.22 µM]	x	x	0%[9.22 µM]
CC(C)COC(=O)Cn1cnc2ccc(Br)cc2c1=O	-5%	-14%	-5.5%	-29%
Cc1ccc(C)c(N2CCN(C(=O)Cn3cnc4onc(-c5ccc(F)cc5)c4c3=O)CC2)c1	-2%	6%[10.9 µM]	u	0%
Cc1c(C(=O)OCCOC(C)C)[nH]c2c1C(=O)CC(c1ccco1)C2 (configuration not stated)	8%	-23%	u	4%
Cc1cc(C)cc(NCc2nnc3n2CCCCC3)c1	30%	4%[10.9 µM]	-0.2%	-1%
Cc1cc(NC(=O)CSc2ncc(C(=O)Nc3ccc(F)cc3)c(=O)n2C)no1	-1%	-15%[10.9 µM]	4.5%	4%
CCOC(=O)c1c(-c2ccc(C)cc2)csc1NC(=O)c1cc(=O)c2cc(C)c(C)cc2o1	3%	6%[10.9 µM]	-0.3%	-13%
COc1ccc(OC)c(CNS(=O)(=O)c2ccc(-c3cc(C(F)(F)F)on3)s2)c1	7%	-16%[10.9 µM]	u	-11%
COc1ccc(S(=O)(=O)Nc2ccc(CC#N)cc2)cc1	-4%	-24%	2.2%	-3%
Cc1ccc2c(c1)c1c(c(=O)n(-c3ccccc3)c(=O)n1CC(=O)NCCC1=CCCCC1)n2C	-7%	1%[10.9 µM]	u	-16%
COCCCNC(=O)c1cnc2sc(N3CCCCCC3)nn2c1=O	11%	-12%[10.9 µM]	-1.5%	-19%
Cn1c(=O)c2c(nc(SCC(=O)NCC3CCCO3)n2C)n(C)c1=O (configuration not stated)	1%	3%	0.0%	3%
